Casp6 inh: human caspase-6 inhibitors, primary screen, biochemical, VEID-R110 fluorescence, single point, set 2. purified caspase-6, Z-VEID-R110 cleavage fluorescence. AID 686996, 2013. inhibition, % at 12.5 µM. hit rate 0.53% among 350,000;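 active = mean inhibition across replicates at least about 35%, with every replicate also reaching that limit, limit read from the data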;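 also: 0% = median of neutral control wells and 100% = no fluorescence left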
Target sequence (P55212 24-179 limits assumed): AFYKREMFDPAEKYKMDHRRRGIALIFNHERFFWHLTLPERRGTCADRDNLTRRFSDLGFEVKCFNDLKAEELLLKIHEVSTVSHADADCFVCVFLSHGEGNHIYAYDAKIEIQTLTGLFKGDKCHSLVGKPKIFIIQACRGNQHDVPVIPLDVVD
Target sequence (P55212 194-293 limits assumed): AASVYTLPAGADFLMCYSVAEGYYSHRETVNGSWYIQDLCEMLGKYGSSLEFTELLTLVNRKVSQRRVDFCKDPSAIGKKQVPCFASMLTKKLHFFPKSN
PglD inh: C. jejuni PglD acetyltransferase inhibitors, primary screen, biochemical, DTNB colorimetric, single point; AID 602405, 2012; inhibition, % at 12.5 µM; purified PglD enzyme, DTNB colorimetric CoA detection; hit rate 0.098% among 360,000; in the data active = inhibition above about 16%, passing the limit was not always enough; also: strong numbers were not always called active
ERp5 inh: inhibitors of ERp5-driven insulin aggregation, primary screen, biochemical, turbidity, absorbance 650 nm, single point. Protein disulfide-isomerase A6 (Homo sapiens), Q15084. 90 min. inhibition, % at 9.99 µM. hit rate 0.05% among 350,000. AID 651711, 2012;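 active = mean replicate inhibition above about 25%, with every replicate also reaching it, limit read from the data, passing the limit was not always enough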
esBAF inh: Bmi1 luciferase reporter increase in mESCs, primary screen, esBAF inhibitor project, mouse ES cells, Bmi1 luciferase knock-in, single point. 24 h; 100% = twice the neutral-well signal. reporter increase, % at 12.5 µM. hit rate 2% among 350,000. AID 602393, 2012; in the data active = activation above about 40%;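 also: 0% = median of the plate's neutral control wells and 100% = double that signal; a rise in the Bmi1 reporter signal indicates esBAF inhibition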
RAD54 branch: inhibitors of human RAD54 branch migration, primary screen, biochemical, fluorescence, single point; DNA repair and recombination protein RAD54-like (Homo sapiens), Q92698; RAD54 Holliday junction branch migration, FAM/BHQ fluorescence; inhibition, % at 10.4 µM; hit rate 0.14% among 360,000; AID 602329, 2012;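 active = mean normalized replicate activity at least 40 and at least half of replicates scoring 40 or more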;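 also: 0% = median of neutral control wells and 100% = median of positive control wells; inhibitors cause a drop in the FAM fluorescence signal; in these data hits start at about 50%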
RAD52 anneal inh: RAD52 DNA annealing inhibitors, primary screen, biochemical, FRET, single point, set 2; DNA repair protein RAD52 homolog (Homo sapiens), P43351; recombinant RAD52 DNA annealing, FRET fluorescence; inhibition, % at 18.7 µM; hit rate 0.46% among 360,000; AID 651710, 2012;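 active = every replicate showing at least 50% inhibition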
E-sel inducer: E-selectin induction in HUVECs, primary screen, imaging, HUVEC, immunofluorescence imaging, single point. P16581. normalized: neutral wells 0, TNF-alpha wells 100. activation, % at 7.58 µM. hit rate 0.37% among 260,000;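 active = mean E-selectin-positive cell signal at least 10% of the positive control, reached in at least 60% of replicates, without over 20% cell loss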;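 also: in these data hits start at about 27%; measured in HUVEC primary endothelial cells; signal is the percent of cells scored E-selectin positive by PE staining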
Target sequence (P16581 whole entry, looked up): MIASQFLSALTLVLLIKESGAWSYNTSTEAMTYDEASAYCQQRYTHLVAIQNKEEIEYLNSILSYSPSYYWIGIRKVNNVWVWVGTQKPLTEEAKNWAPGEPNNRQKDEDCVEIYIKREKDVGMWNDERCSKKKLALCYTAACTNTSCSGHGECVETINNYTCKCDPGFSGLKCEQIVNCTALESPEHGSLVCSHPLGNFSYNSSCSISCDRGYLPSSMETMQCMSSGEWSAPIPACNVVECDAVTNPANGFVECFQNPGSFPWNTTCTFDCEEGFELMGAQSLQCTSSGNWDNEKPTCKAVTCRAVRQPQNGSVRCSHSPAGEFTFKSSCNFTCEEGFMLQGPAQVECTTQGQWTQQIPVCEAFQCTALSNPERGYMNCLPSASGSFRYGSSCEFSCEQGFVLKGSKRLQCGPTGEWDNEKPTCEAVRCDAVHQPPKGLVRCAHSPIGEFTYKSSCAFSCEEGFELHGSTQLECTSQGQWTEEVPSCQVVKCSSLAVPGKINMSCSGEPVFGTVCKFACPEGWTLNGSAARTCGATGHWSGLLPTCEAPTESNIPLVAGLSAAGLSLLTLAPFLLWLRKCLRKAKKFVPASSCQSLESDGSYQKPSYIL
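Read-out: % PE-positive cells | Test system: HUVEC | Doses: One compound dose added by pin transfer | Buffer or medium: EGM-2 over gelatin coat | Signal: Immunofluorescence imaging | Benchmarks: TNF-alpha, DMSO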
ARNT TACC3 PPI: disruptors of ARNT/TACC3 protein interaction, primary screen, biochemical, AlphaScreen, single concentration; Transforming acidic coiled-coil-containing protein 3 (Homo sapiens), Q9Y6A5; AlphaScreen His-ARNT PAS-B/GST-TACC3 binding, luminescence; TACC3 fragment carries E629A point mutation; inhibition, % at 9.99 µM; hit rate 0.66% among 390,000; AID 623870, 2012;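 active = mean inhibition of replicates at least 50% and at least half of replicates each reaching 50%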;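 also: 0% = complete ARNT plus TACC3 wells and 100% = ARNT alone without TACC3; many hits fall short of the cut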
Active calls of the source: *; i = inactive; · = not tested or not shown.

SMILES,Casp6 inh,PglD inh,ERp5 inh,esBAF inh,RAD54 branch,RAD52 anneal inh,E-sel inducer,ARNT TACC3 PPI
Cc1nnsc1C(=O)NNc1c(Cl)cccc1Cl,11,0,0,·,-13,-5,-0.3,-3
COc1ccc(CCC(=O)NCCOc2ccccc2Cl)cc1,-2,·,-1,·,·,-2,·,-4
O=C(Cc1ccccn1)N1CC(=O)N2[C@H](CO)[C@@H](c3ccc(C#CC4CCCCC4)cc3)[C@H]2C1,2,·,1,·,·,-11,0.4,·
COc1ccccc1CN(CC(=O)NCc1ccco1)C(=O)CNS(=O)(=O)c1ccccc1,·,-5,·,-3,-4,·,·,3
CC1=NN(c2ccccc2)C(=O)C1N=Nc1ccc(N)cc1 (centres undefined),·,-7,·,26,1,·,·,3
CC12CCC(C(=O)Nc3ncc([N+](=O)[O-])s3)(OC1=O)C2(C)C (centres undefined),4,4,-3,-12,-4,-5,·,-5
COc1cccc(NS(=O)(=O)c2cc3c(cc2C)NC(=O)CO3)c1,1,5,-4,-4,4,-13,1.4,-7
CC(Sc1nn(-c2ccccc2)c(=S)s1)C(=O)NCC1CCCO1 (centres undefined),1,·,3,-4,-7,-9,·,5
Cc1ccc(C(=O)OCC(=O)Nc2c(Cl)cc(S(N)(=O)=O)cc2Cl)o1,24,1,2,3,-4,-12,·,-10
C[C@@H]1CCCCO[C@@H](CN(C)Cc2ccc(Cl)c(Cl)c2)[C@@H](C)CN([C@H](C)CO)C(=O)c2cc(NC(=O)C3CCCCC3)ccc2O1,-1,1,0,-2,12,-6,0.4,-7
CN(C(=O)c1cc2n(n1)C(C(F)(F)F)CC(c1ccco1)N2)c1ccc(OC(F)(F)F)cc1 (centres undefined),·,2,·,1,-11,·,·,-4
CCOc1ccc2nc(SCC(=O)NNC(=O)c3ccco3)c(C)cc2c1,3,2,1,-8,-11,-7,0.0,8
CN(C)CC(=O)N1[C@@H]2c3ccc(-c4ccncc4)c(=O)n3C[C@H]1[C@H](CO)[C@H]2C(=O)NC1CCC1,-4,0,-1,-4,3,-3,-0.3,7
O=C(OC(C(=O)NCC1CCCO1)c1ccc(F)cc1)c1ccco1 (centres undefined),·,-1,·,4,6,·,·,1
CCOC(=O)C1CCCN(C(=O)c2ccc3c(c2)OCCO3)C1 (centres undefined),1,-4,-2,7,1,-4,6.2,-4

An excerpt from above in order of molecular weight, lowest first:
SMILES,Casp6 inh,PglD inh,ERp5 inh,esBAF inh,RAD54 branch,RAD52 anneal inh,E-sel inducer,ARNT TACC3 PPI
COc1ccc(CCC(=O)NCCOc2ccccc2Cl)cc1,-2,·,-1,·,·,-2,·,-4
O=C(OC(C(=O)NCC1CCCO1)c1ccc(F)cc1)c1ccco1 (centres undefined),·,-1,·,4,6,·,·,1
CC(Sc1nn(-c2ccccc2)c(=S)s1)C(=O)NCC1CCCO1 (centres undefined),1,·,3,-4,-7,-9,·,5

Carrying on:
SMILES,Casp6 inh,PglD inh,ERp5 inh,esBAF inh,RAD54 branch,RAD52 anneal inh,E-sel inducer,ARNT TACC3 PPI
O=C(c1ccc2c(=O)n(Cc3ccccc3)c(=S)[nH]c2c1)N1CCOCC1,4,4,-5,-4,-4,-10,0.0,-3
CC(OC(=O)C1=NNC(=O)CC1)C(=O)Nc1ncc(Cl)cc1Cl (centres undefined),0,·,0,·,·,-10,1.2,·
Cc1noc(C)c1NC(=O)Nc1cccc2c1O[C@@H](CN(C)S(C)(=O)=O)[C@@H](C)CN([C@H](C)CO)C2=O,3,0,1,0,4,0,-2.3,2
O=C(NC(Cc1ccccc1)C(=O)O)/C(=C/c1ccccc1)NC(=O)c1ccco1 (centres undefined),4,-3,2,-3,-7,1,-0.1,·
C[C@@H]1CN([C@@H](C)CO)C(=O)c2cc(NC(=O)Nc3ccc(C(F)(F)F)cc3)ccc2O[C@@H]1CN(C)CC1CC1,-1,0,-6,-7,-3,38,0.0,7
COCc1cn(CC[C@H]2CC[C@H](NC(=O)Nc3ccc4c(c3)OCO4)[C@@H](CO)O2)nn1,0,-7,-6,0,5,11,-0.4,-5
CO[C@@H]1CN(C)C(=O)c2ccc(NC(=O)C3CCOCC3)cc2OC[C@H](C)N(C(C)=O)C[C@H]1C,-3,0,5,-6,2,2,-0.3,-29
C=CCN1C(=O)c2ccc(C(=O)N(C)Cc3ccc(C)o3)cc2C1=O,-131,0,-3,·,14,4,·,·
C[C@H]1CCCCO[C@@H](CN(C)C(=O)Nc2ccc(C(F)(F)F)cc2)[C@@H](C)CN([C@@H](C)CO)C(=O)c2cc(NC(=O)c3ccccc3)ccc2O1,1,3,-4,-5,-7,-60,0.1,·
O=C(CCC1CCCN(C(=O)c2cccs2)C1)N1CCN(c2ccccn2)CC1 (centres undefined),-5,·,3,·,·,-11,·,10
CN(C)/C=C(/C(=O)c1ccc(Cl)c(Cl)c1)S(C)(=O)=O,-1,-2,-1,-7,7,-22,2.6,-1
COCCn1c(=S)[nH]c2cc(C(=O)NCc3ccccc3)ccc2c1=O,3,-2,2,4,1,-30,·,·
COc1ccc(C(=O)OCc2cc(=O)oc3c(C)c(C)ccc23)cc1S(=O)(=O)N1CCOCC1,2,-2,3,12,-7,-51,0.0,·
CC(C)CC(C(=O)Nc1ccccc1)N1C(=O)C2C3C=CC(C3)C2C1=O (centres undefined),1,3,4,-8,2,-15,·,-16
CN(C)S(=O)(=O)c1cccc(NC(=S)N/N=C/c2ccc(O)c(O)c2O)c1,38*,-1,-3,30,11,-26,·,69*
C[C@H](CO)N1C[C@H](C)[C@H](CN(C)C)Oc2ccc(NC(=O)Cc3ccccc3)cc2CC1=O,-2,10,-4,1,-11,2,·,-9
COc1ccc(Nc2nc3ccccc3nc2NS(=O)(=O)c2cccs2)c(OC)c1,-3,·,-1,2,·,i,0.5,-1
CCn1c(SCC(=O)Nc2ccc(C)cc2)nc(O)cc1=O,2,-3,-1,·,-11,-6,·,-1
O=C(CNC(=O)c1ccc(Cl)cc1Cl)OCCCn1c(=O)[nH]c2ccccc21,-1,-1,6,·,-6,0,0.0,9
Cc1noc(C)c1S(=O)(=O)Nc1ccc2c(c1)C(=O)N([C@H](C)CO)C[C@@H](C)[C@H](CN(C)Cc1ccc3c(c1)OCO3)OCCCC[C@H](C)O2,-1,0,2,-10,1,8,0.0,-6
C/C(CC(=O)Nc1cccc(C(F)(F)F)c1)=N/NC(=O)C(=O)NCCO,-9,-2,-3,·,-2,-15,0.4,·
CC(C)Sc1nc(N2CCOCC2)c2c(c1C#N)CC(C)(C)N(C)C2,·,0,·,-3,6,·,·,-1
O=C(CCc1nc(-c2ccccc2)c(-c2ccccc2)o1)OCc1ccc(Cl)cc1,·,-4,·,5,-9,·,·,-4
CN(C)CC(=O)N1[C@@H]2c3ccc(C4=CCCCC4)c(=O)n3C[C@H]1[C@H](CO)[C@H]2C(=O)NCC1CC1,-2,-3,1,0,0,-4,-0.2,3
Cc1cccc(-n2ncc3c2CCCC3NC(=O)CN2CCCC2=O)c1C (centres undefined),-1,2,4,6,8,-13,0.6,·
CC(C)(C)c1ccc(/C=N/N2CCN(c3ccccn3)CC2)cc1,-2,-3,1,·,10,-12,0.1,7
CN1c2ccc(-c3ccccc3F)cc2[C@@H]2[C@@H](CCN2C(=O)NC2CCCCC2)[C@@H]1CO,0,·,16,·,·,10,0.3,·
Cc1ccc(S(=O)(=O)N(CC(=O)N=Nc2c(O)[nH]c3ccccc23)c2cccc(C)c2)cc1,·,-30,·,13,6,·,·,-3
COc1ccc(CN(C)C[C@H]2Oc3ccc(NS(=O)(=O)c4ccccc4)cc3C(=O)N([C@H](C)CO)C[C@@H]2C)cc1,0,-1,0,-4,20,3,3.9,15
CO[C@H]1CN(C)C(=O)c2ccc(NC(C)=O)cc2OC[C@@H](C)N(C(=O)c2ccc(F)cc2)C[C@H]1C,1,1,6,3,-5,5,-0.1,-4
C=CCOC(=O)C1=C(C)OC(N)=C(C#N)C1c1ccc(F)cc1 (centres undefined),·,0,·,-15,3,·,·,4
C/C=C/c1ccc([C@H]2[C@@H](C#N)N(C(=O)NC3CCCC3)[C@@H]2CO)cc1,-2,-2,2,1,2,-34,0.4,-8
CS(=O)(=O)c1ccccc1C(=O)Nc1ccc2sccc2c1,-1,1,10,0,5,-10,·,1
COc1ccc(CC(=O)c2c(O)cc(O)cc2O)cc1OC,·,-4,·,3,-3,·,·,4
Cc1cccc(S(=O)(=O)N2CCCCN3[C@H](CO)[C@@H](c4ccc(C#CC(C)C)cc4)[C@H]3C2)c1,0,11,-1,·,5,13,-0.6,3
COc1ccc(CNS(=O)(=O)c2cc(OCC(N)=O)c(C)cc2Cl)cc1,·,5,·,-10,-14,·,·,-7
O=C1CCCN1CCCNC(=S)Nc1ccc(Nc2ccccc2)cc1,-1,-3,6,5,-1,1,-0.1,6
CCCN1C2CCCC1CC(NC(=S)Nc1cccc(C)c1)C2 (centres undefined),-6,1,5,-7,-7,-4,2.0,14
CO[C@H]1CN(C)C(=O)c2ccc(NS(=O)(=O)CC(F)(F)F)cc2OC[C@H](C)N(Cc2nccs2)C[C@H]1C,0,-1,0,-3,-4,-4,0.0,7
CO[C@H]1CN(C)C(=O)c2ccc(NC(C)=O)cc2OC[C@@H](C)N(C(=O)c2ccncc2)C[C@@H]1C,·,2,4,4,2,10,0.5,35
CCNC(=S)N/N=C/c1ccc(OCC(=O)Nc2ccc(C)cc2)cc1,5,1,2,12,9,-9,·,-1
Oc1ccc(Br)cc1/C=N/N1CCCCC1,·,3,·,·,1,·,-0.4,5
Cc1ccc(S(=O)(=O)Nc2cccc3c2O[C@H](CN(C)C(=O)NC2CCCCC2)[C@@H](C)CN([C@@H](C)CO)C3=O)cc1,2,1,9,-2,-1,-20,-0.2,-1
COc1ccc(-n2nc(C(=O)NCC(=O)N3CCN(c4cccc(Cl)c4)CC3)c3ccccc3c2=O)c(OC)c1,-3,3,-9,7,5,-3,·,23

A different layout for some results above:
smiles: CO[C@H]1CN(C)C(=O)c2ccc(NS(=O)(=O)CC(F)(F)F)cc2OC[C@H](C)N(Cc2nccs2)C[C@H]1C
  Casp6 inh: 0	PglD inh: -1	ERp5 inh: 0	esBAF inh: -3	RAD54 branch: -4	RAD52 anneal inh: -4	E-sel inducer: 0.0	ARNT TACC3 PPI: 7
smiles: CO[C@H]1CN(C)C(=O)c2ccc(NC(C)=O)cc2OC[C@@H](C)N(C(=O)c2ccncc2)C[C@@H]1C
  Casp6 inh: ·	PglD inh: 2	ERp5 inh: 4	esBAF inh: 4	RAD54 branch: 2	RAD52 anneal inh: 10	E-sel inducer: 0.5	ARNT TACC3 PPI: 35
smiles: Cc1ccc(S(=O)(=O)Nc2cccc3c2O[C@H](CN(C)C(=O)NC2CCCCC2)[C@@H](C)CN([C@@H](C)CO)C3=O)cc1
  Casp6 inh: 2	PglD inh: 1	ERp5 inh: 9	esBAF inh: -2	RAD54 branch: -1	RAD52 anneal inh: -20	E-sel inducer: -0.2	ARNT TACC3 PPI: -1
smiles: COc1ccc(-n2nc(C(=O)NCC(=O)N3CCN(c4cccc(Cl)c4)CC3)c3ccccc3c2=O)c(OC)c1
  Casp6 inh: -3	PglD inh: 3	ERp5 inh: -9	esBAF inh: 7	RAD54 branch: 5	RAD52 anneal inh: -3	E-sel inducer: ·	ARNT TACC3 PPI: 23

Compound activity deposited in PubChem by Broad Institute.
